Tb PYK inh – blocks Trypanosoma brucei pyruvate kinase | TbPYK enzyme, Kinase-Glo Plus ATP luminescence, 45 min | Potency, µM (highest dose often 76.8 µM), for inactives: at the highest dose activity, negative = inhibition, usual class: inhibitors | 410,000 compounds, 0.12% hits | AID 624173; active means well fitted inhibition curve with a large enough effect; inconclusive means small, poorly fitted or top-dose-only effect; further: nearly all actives have a fitted effect of over 50% in size
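TbPYK + substrate in 50 mM TEA pH 7.2, 100 mM KCl, 10 mM MgCl2, 0.05% BSA, 0.01% Tween-20; cpd pinned; ADP 130 uM final; 45 min RT; Kinase-Glo Plus 10 min; luminescence endpoint.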
* hit, by the source's call; u = inconclusive; [ ] = dose if it differs, or a comment. On the % scale 0 is the no-effect control and ±100 the full control effect; potency means the concentration at half of the fitted maximal effect.

SMILES	Tb PYK inh
COc1ccc(C=C2Cc3ccccc3C2=O)cc1	-10.4%
CCOc1ccccc1NC(=O)CSc1nc2c(c(=O)[nH]1)CCC2	-12.3%
COc1ccc(S(=O)(=O)NCCc2sc(-c3cccc(C)c3)nc2C)cc1	-5.9%
O=C(Nc1ccc(C(=O)OCc2cc(=O)n3nc(C4CC4)sc3n2)cc1)c1cccc(F)c1	-25.2%
Cc1cc(C)c(NC(=O)CCN2C(=O)c3ccccc3Sc3ncccc32)c(C)c1	4.0%
Clc1ccc(N2CCN(c3ncnc4c3cnn4-c3ccccc3)CC2)cc1Cl	-2.7%
CCOC(=O)Cn1c(=O)n(C2CCCCC2)c2nc(-c3cccc(OC)c3)nc(C(N)=O)c21	2.6%
COc1ccc(N2CC(NC(=O)C(=O)c3c[nH]c4ccccc34)CC2=O)cc1 (stereo unspecified)	6.2%
Cc1ccccc1-c1noc(-c2ccccc2OCC(=O)Nc2cccc([N+](=O)[O-])c2)n1	7.0%
N#Cc1ccc(-c2nc3c4ccccc4ccn3c2Cc2ccsc2)cc1	-4.6%
COc1ccc(-c2nc(SCC(=O)N3CCCCC3C)n[nH]2)cc1 (stereo unspecified)	-9.1%
Cc1ccccc1CSc1ccc(-c2cccs2)nn1	-0.5%
Cc1ccc2onc(CC(=O)Nc3ccc(C(C)C)cc3)c2c1	7.4%
CN(C)c1ccc(C=C(C#N)C(=O)c2ccccc2)cc1Br	-27.4%
Cc1cc(C)nc(Nc2nc(C(N)Cc3ccc(F)cc3)cs2)n1 (stereo unspecified)	-0.2%
CN(c1ccc(O)cc1)c1ccc([N+](=O)[O-])c2nonc12	-10.6%
Cc1ccc(NC(=O)c2cnc3cc(C)ccn3c2=O)c(C)c1	0.3%
COCCCNC(=O)CS(=O)Cc1nc(-c2cccc(C)c2)oc1C (stereo unspecified)	0.5%
COc1ccc(C)cc1NC(=O)c1cccn(Cc2cccc([N+](=O)[O-])c2)c1=O	3.3%
Cc1cccn2c(=O)c(C(=O)NCc3ccccc3Cl)c(O)nc12	3.4%
O=C(Nc1ccncc1)c1cc(-c2ccccc2)nc2ccccc12	-0.1%
O=C(Nc1cccc(Cl)c1)N1CC2CCCN2c2ccccc21 (stereo unspecified)	-4.9%
CCCc1c(C(=O)N/N=C/c2ccoc2)nnn1-c1nonc1N	1.2%
COc1ccc(Cc2c(-c3ccco3)nc3ccc(Br)cn23)c(C)c1	u
COc1cc(CNC(=O)c2cc(-c3cc(Cl)ccc3OC)n[nH]2)cc(OC)c1	4.1%
Cc1cn(C)c(CC(=O)NCc2ccccc2)c1C(=O)O	3.9%
COc1ccc(N2Cc3cccc(C(=O)Nc4ccc(F)cc4)c3C2=O)cc1	-2.0%
Cc1cccc(C)c1NC(=O)C1c2ccccc2OCC(=O)N1CCCN1CCOCC1 (stereo unspecified)	0.9%
COc1ccc(Cl)cc1NC(=O)Cn1c(=O)oc2cc(S(=O)(=O)N3CCCCCC3)ccc21	1.3%[15.4 µM]
Cc1ccc2cccc([N+](=O)[O-])c2n1	5.1%
O=C(OCc1ccccc1)N1CCC2CC1c1ccc(-c3ccc4c(c3)OCO4)cc12 (stereo unspecified)	-6.8%
CC(=O)Nc1ccc(C=Cc2ccc([N+](=O)[O-])cc2)cc1	-9.5%
COc1cc(-c2noc(-c3ccc(N(C)C)c([N+](=O)[O-])c3)n2)cc(OC)c1OC	3.1%
Cc1ccccc1NC(=O)c1ccc(Cl)c(S(=O)(=O)N2CCCCCC2)c1	-1.1%
Cc1cc(C)n2nc(-c3ccc(F)cc3)cc2n1	-4.9%
CC1CN(c2cc3c(cc2F)c(=O)c(C(=O)O)cn3-c2ccc(F)cc2F)CCN1 (stereo unspecified)	-3.0%
O=C(Nc1ccc(Br)cc1)Nc1nc2c(s1)CCCCCC2	-2.6%
Cc1ccc(C)c(Nc2ncnc3c2cnn3-c2ccc(F)cc2)c1	-9.0%
O=C(NCc1cccs1)c1ccc(Cn2c(SCc3cccc(F)c3)nc3cccnc32)cc1	-5.4%
Cn1cc(-c2cc3n(n2)CCC(=O)N3CCCC(=O)Nc2ccc(Cl)cc2)c2ccccc21	0.4%
Cc1cccc(CNC(=O)c2sc(=O)n(Cc3c(C)cccc3C)c2C)c1	-9.6%
CN(C)C(=S)Oc1ccccc1C1(C)OCCO1	1.0%
CCN(CC)C(=O)c1sc2c(c1C)c(=O)n(-c1ccccc1)c(=O)n2Cc1c(C)cc(C)cc1C	0.1%
COc1ccc(C(=O)N2CCC2(C)C(=O)NC(C)C)cc1OC (stereo unspecified)	1.4%
Cc1cc(C)cc(N(CC(=O)Nc2c(C)cc(C)cc2C)S(=O)(=O)c2c(C)nn(C)c2C)c1	1.2%
CCOC(=O)[C@]12CCC=C1N(Cc1ccc(Cl)cc1Cl)C(=O)[C@H](CC(=O)NCc1ccc(OC)c(OC)c1)C2	5.3%
Cc1cc(C)c2c(CC(=O)N(Cc3ccccc3)C3CCS(=O)(=O)C3)coc2c1 (stereo unspecified)	1.4%
COCCNc1nc(Nc2ccc(C#N)cc2)c2sccc2n1	0.6%
COc1cccc(CN2CCc3nc(Nc4ccc5c(c4)OCCO5)ncc3C2)c1OC	3.5%
COCCN(CCOC)Cc1cc(=O)oc2cc(C)ccc12	-2.5%
CCCN1CCN(c2ncnc3sc(C(=O)Nc4c(C)cc(C)cc4C)c(C)c23)CC1	-0.2%
CC(=O)c1ccc(NC(=O)C2CCCN(S(=O)(=O)c3ccc4c(c3)CCCN4C(C)=O)C2)cc1 (stereo unspecified)	-9.7%
COc1cccc(NC(=O)C2CCC(CNS(=O)(=O)c3ccc4c(c3)CCCC(=O)N4)CC2)c1 (stereo unspecified)	-1.6%
CCOc1ccc(-c2c(C)nn3c(C)c(C(=O)Nc4cc(C)cc(C)c4)cnc23)cc1OCC	-0.1%
O=C(CC[C@H]1O[C@@H](n2cnc3c(NC(=O)c4ccccc4)ncnc32)[C@H](O)[C@@H]1O)NCCCN1CCCC1=O	-7.2%
COc1cccc(-c2cnc(C(O)c3ccc(-c4ccccc4)cc3)[nH]2)c1 (stereo unspecified)	1.8%
Cc1ccc(C)c(CN2C(=O)c3ccccc3S(=O)(=O)c3ccc(C(=O)N4CCOCC4)cc32)c1	6.6%
COc1cccc(C(=O)NCC(=O)OCc2cc(=O)n3c(C)csc3n2)c1	-4.6%
COc1ccc(CCNC(=O)C(=O)Nc2ccc(C)cc2)cc1OC	5.4%
COc1ccc(C(NC(=O)C2CCN(CCOc3ccc(Cl)cc3Cl)CC2)c2ccccc2C)cn1 (stereo unspecified)	-2.6%

Single values from above:
Tb PYK inh result of Cc1cc(C)c2c(CC(=O)N(Cc3ccccc3)C3CCS(=O)(=O)C3)coc2c1 (stereo unspecified) reads 1.4%
Tb PYK inh result of COc1ccc(CCNC(=O)C(=O)Nc2ccc(C)cc2)cc1OC reads 5.4%
Tb PYK inh result of COc1cccc(-c2cnc(C(O)c3ccc(-c4ccccc4)cc3)[nH]2)c1 (stereo unspecified) reads 1.8%

Shown with bars between the fields: four of the compounds above.
SMILES | Tb PYK inh
Cc1cccc(CNC(=O)c2sc(=O)n(Cc3c(C)cccc3C)c2C)c1 | -9.6%
CN(C)C(=S)Oc1ccccc1C1(C)OCCO1 | 1.0%
CCN(CC)C(=O)c1sc2c(c1C)c(=O)n(-c1ccccc1)c(=O)n2Cc1c(C)cc(C)cc1C | 0.1%
COc1ccc(C(=O)N2CCC2(C)C(=O)NC(C)C)cc1OC (stereo unspecified) | 1.4%

Next results
SMILES	Tb PYK inh
O=C(NCc1ccco1)C1CCN(C(=O)N2CCOc3ccccc32)CC1	2.8%
Cc1ccc(NC(=O)CSc2nc(=O)n(Cc3ccncc3)c3c2CCC3)cc1Cl	-4.1%
CCOc1ccc(C(=O)Nc2ccc3c(c2)N(C(C)=O)CCC3)cc1OCC	0.6%
Cc1cc2nc(-c3ccccc3)c(Cc3cccc(Cl)c3)n2c(C)c1Br	2.7%
COc1ccc(C)cc1NC(=O)C1CCN(S(=O)(=O)c2ccc3[nH]c(=O)oc3c2)CC1	1.2%
Cc1ccc(C)c(Nc2nn3c(=O)c4ccc(C(=O)NCCc5ccccc5)cc4nc3s2)c1	2.0%
CCN(CC)C(=O)C1=C(C)N(CCC2=CCCCC2)C(=O)C(CC(=O)NC2CCCC2)C1 (stereo unspecified)	1.2%
CN(C)c1ccc(CNC(=O)CN2C(=O)CSc3ccc(S(=O)(=O)N4CCCC4)cc32)cc1	4.5%
COc1ccc(Cn2c(CNS(=O)(=O)c3ccc(C)c(C)c3)nc3cccnc32)cc1	3.7%
COc1ccc(S(=O)(=O)NC(=O)C2(C)CCN2C(=O)C(C)(C)c2ccccc2)cc1 (stereo unspecified)	-19.2%
Cc1ccc(CNC(=O)CCc2c(C)nc3nc(CNC(=O)OC(C)(C)C)nn3c2C)cc1	3.3%
OC(c1ccccc1)c1ncc(-c2cccc(OCc3ccccc3)c2)[nH]1 (stereo unspecified)	2.1%
CCc1nc2c(OCc3cccc(Cl)c3)cccn2c1N(C)C(=O)c1ccncc1	-0.2%
COC(=O)N1CCC2(CCCN(C(=O)Nc3cccc(C#N)c3)C2)CC1	-2.3%
COc1ccc(NC(=O)CSc2nncn3c2cc2oc(C)cc23)cc1OC	3.4%
CC1=C(C(=O)N2CCOCC2)CC(CC(=O)NCCCN(C)C)C(=O)N1CCC1=CCCCC1 (stereo unspecified)	5.5%
Oc1ccc(-c2cnc3c(Nc4cccc(OC(F)(F)C(F)F)c4)nccn23)cc1	0.1%
Cn1c(=O)c2cc(NC(=O)CCc3cccnc3)ccc2n1Cc1ccc(F)cc1	-13.2%
CCOC(=O)C1CCN(c2ncnc3c2c(-c2ccccc2)cn3-c2ccc(Cl)cc2)CC1	-0.7%
CC(C)CCNC(=O)c1ccc2c(c1)nc1n2CCCCC1	0.8%

Rewritten field by field: part of the list above
Cc1cc2nc(-c3ccccc3)c(Cc3cccc(Cl)c3)n2c(C)c1Br
  Tb PYK inh: 2.7%
CCN(CC)C(=O)C1=C(C)N(CCC2=CCCCC2)C(=O)C(CC(=O)NC2CCCC2)C1 (stereo unspecified)
  Tb PYK inh: 1.2%

Next part:
SMILES	Tb PYK inh
COc1ccc(Cl)cc1NC(=O)c1c(NCc2ccc(C)o2)sc2c1CCCCC2	u
CCCCCCn1c(=O)n2n(c1=O)[C@@H]1CN(S(=O)(=O)c3ccc(C)cc3)C[C@]1(O)[C@@H](OC(=O)NCc1ccccc1)C2	-8.9%
COCCNc1nc(Nc2ccc(C(=O)OC)cc2)c2sccc2n1	0.4%
CCC12CN3CC(CC)(CN(C1)C3c1c[nH]c3ccccc13)C2=O (stereo unspecified)	2.5%
COc1cccc(-c2nn3c(=O)cc(CN4CCN(S(=O)(=O)c5ccc(C)cc5)CC4)nc3s2)c1	4.7%
Cc1ccc(OCC(=O)Nc2ccc3nc(Nc4cccc(Cl)c4)cc(C)c3c2)cc1	-5.6%
O=C(Nc1ccccc1)N1CCN(C(=O)c2nsc3ccccc23)CC1	-2.6%[15.4 µM]
O=C(C1CC1)N1CCc2cc(Br)cc(S(=O)(=O)Nc3ccc(F)c(F)c3)c21	3.2%
CCc1nc2c(OCc3cccc(Cl)c3)cccn2c1N(C)C(=O)c1ccc(OC)cc1	0.3%
Cc1noc(C)c1C(=O)N1CCC[C@@]2(CCN(Cc3cc(C(F)(F)F)cc(C(F)(F)F)c3)C2)C1	5.9%
COc1cccc2cc(C(=O)N3CCN(c4cc(C)ccc4C)CC3)c(=O)oc12	0.6%
Cc1cc(C)cc(NC(=O)Cn2nnc(-c3nc(-c4ccncc4)no3)c2N)c1	0.3%
CCOc1ccc(CCN2C(=O)C(=O)N([C@@H](Cc3ccc(O)cc3)CN3CCC[C@H]3CN3C(=O)C(=O)NC[C@@H]3Cc3ccccc3)C[C@@H]2Cc2ccc(O)cc2)cc1	4.5%
CC(=O)c1ccc(NC(=O)Cn2c(-n3nc(C)cc3C)nc(C)c(C)c2=O)cc1	-7.7%
O=C1NC[C@@H](CCCCN2CCN(CCC3CCCCC3)C(=O)C2=O)N(Cc2ccccc2)C1=O	0.0%
CC(=O)c1ccc(N2C(=O)N(Cc3ccccc3C#N)c3ccccc3S2(=O)=O)cc1	6.7%
CC(=O)Nc1ccc(NC(=O)c2csc([C@H]3C[C@H](O)[C@@H](CO)O3)n2)cc1	4.9%
Cc1cc(C(=O)N2CCN(c3cccc(Cl)c3)CC2)c2c(C)nn(-c3ccccc3Cl)c2n1	-6.8%
Cc1cc(S(=O)(=O)Nc2ccc(C(=O)O)cc2)c(C)c(S(=O)(=O)c2ccc(Cl)cc2)c1	-8.5%
COc1cccc(C#CC2=CC(=O)CC(C)(C)C2)c1	3.3%
CC(C)NC(=O)N(C)C[C@@H]1OCc2cnnn2CCCC(=O)N([C@H](C)CO)C[C@@H]1C	5.1%
Cc1ccc(CNC(=O)CCn2cnc3ccccc3c2=O)cc1	0.6%
CCC(C(=O)Nc1cc(C)ccc1C)n1c(=O)c(C(F)(F)F)nc2ccccc21 (stereo unspecified)	-1.7%
Nc1[nH]c(C(=O)c2ccccc2)c(-c2ccc(F)cc2)c1C(=O)NCCc1c[nH]c2ccccc12	-0.1%
Cn1c2ccccc2c2c(C(=O)N3CCN(c4cccc(Cl)c4)CC3)cn(C3CCCCC3)c(=O)c21	4.6%
CC(=O)N1CCCc2ccc(NC(=O)c3ccc(C(F)(F)F)cc3)cc21	2.1%
CCc1c(C)nc2nncn2c1NCc1ccc(Cl)cc1	7.7%
CCOc1ccc(CNC(=O)c2cccc(Nc3nc4ccccc4n4nnnc34)c2)cc1OC	1.8%
CCC(c1nnnn1-c1ccc(OC)cc1)N1CCC2(CC1)C(=O)NCN2c1ccccc1 (stereo unspecified)	5.2%
CN1C(=O)c2[nH]nc(-c3ccc(F)cc3)c2C1c1cccc(O)c1 (stereo unspecified)	4.6%
CCc1nn(CC(=O)NC(C)CC)c(=O)c2cc3occc3n12 (stereo unspecified)	-2.7%
CC(=O)NCCNc1nc2cc(-c3ccccc3)sc2c(=O)n1C	1.3%
CC(C)CNC(=S)N1CCC(C(=O)c2ccc(Cl)cc2)CC1	-9.1%

Only part of the results is shown, so the mix of outcomes need not match the whole.
